Cl transport mod – KCC2 (human) Cl- transport modulation | Q9H2X9 | KCC2 cells, thallium flux FluoZin-2 fluorescence | B-score of Tl+ flux slope (higher = more flux/activation; lower = inhibition) at 10 µM | actives 2.2% (n = 190,000) | AID 1456;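 active = thallium flux slope and its plate-corrected score both differing from the plate sample mean at a set confidence after two filtering rounds, in either direction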;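 note: slope of fluorescence scaled to starting intensity during 10 to 20 s after thallium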
Furin inhibitor – blocks human furin protease activity; P09958; purified furin, fluorogenic substrate cleavage; inhibition, % at 30 µM; actives 0.061% (n = 220,000); AID 463115; in the data active = inhibition above about 25%; note: inactives centre near -15
Thrombin inh – inhibitors of human thrombin; actives 0.26% (n = 220,000); inhibition, % at 5 µM; P00734; alpha-thrombin, Boc-VPR-AMC fluorogenic substrate cleavage;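 active = inhibition at or above 40%; inactive = inhibition below 40%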;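 note: 0% = enzyme with no compound and 100% = wells without enzyme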
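Material: human alpha-thrombin protein. Incubation: reaction at ambient temperature. Technique: fluorescence of released AMC, ex 355 nm, em 460 nm. Control set: no-compound enzyme wells and no-enzyme blanks. Also added: Boc-VPR-AMC substrate, 15 µM final. Buffer or medium: pH 7.5 Tris (50 mM) with NaCl 150 mM, Tween 20 0.05%.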
Wee1 degr inh – inhibitors of human Wee1 degradation; P30291; HeLa Luc-Wee1K328M stability, luciferase luminescence; 100% = proteasome inhibitor MG132 effect; actives 1.2% (n = 220,000); reporter increase, % at 5 µM;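 active = activation above the mean of all tested compounds plus 3 SD, set per screening run, cut at about 8.8% in these data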;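 note: cells exposed to compound for 20 h before luminescence read; 0% = DMSO alone and 100% = MG132 at 30 µM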
p97 inhibitor – human p97 ATPase inhibition; P55072; recombinant p97 ATPase, Kinase-Glo ATP luminescence, 3 h; inhibition, % at 8 µM; actives 0.42% (n = 220,000); AID 1481; in the data active = inhibition above about 15%;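 note: 0% = DMSO vehicle and 100% = wells lacking enzyme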
Target sequence (P55072 whole entry, looked up): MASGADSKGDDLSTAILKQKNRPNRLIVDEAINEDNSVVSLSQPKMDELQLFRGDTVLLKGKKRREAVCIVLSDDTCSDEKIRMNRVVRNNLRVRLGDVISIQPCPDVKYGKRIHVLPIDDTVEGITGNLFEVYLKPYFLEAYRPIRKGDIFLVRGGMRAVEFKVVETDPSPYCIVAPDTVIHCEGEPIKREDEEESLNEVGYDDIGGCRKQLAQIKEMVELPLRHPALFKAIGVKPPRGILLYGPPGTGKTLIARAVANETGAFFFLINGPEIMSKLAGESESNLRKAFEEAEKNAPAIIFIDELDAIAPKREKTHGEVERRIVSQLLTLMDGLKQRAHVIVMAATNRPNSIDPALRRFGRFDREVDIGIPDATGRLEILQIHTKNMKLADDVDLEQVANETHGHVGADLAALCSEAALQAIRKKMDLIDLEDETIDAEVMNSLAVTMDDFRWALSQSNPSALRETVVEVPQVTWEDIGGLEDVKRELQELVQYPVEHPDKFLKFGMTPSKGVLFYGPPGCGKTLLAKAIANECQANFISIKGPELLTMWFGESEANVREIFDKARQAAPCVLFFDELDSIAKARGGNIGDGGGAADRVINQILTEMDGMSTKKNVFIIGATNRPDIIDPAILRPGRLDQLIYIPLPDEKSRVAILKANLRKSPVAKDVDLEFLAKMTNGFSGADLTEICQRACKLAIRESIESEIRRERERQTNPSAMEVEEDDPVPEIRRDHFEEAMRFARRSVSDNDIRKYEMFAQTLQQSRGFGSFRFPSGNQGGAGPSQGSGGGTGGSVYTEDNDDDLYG
hK5 inh – blocks human kallikrein 5 protease activity; recombinant hK5, fluorogenic AMC substrate cleavage; inhibition, % at 5 µM; actives 0.59% (n = 210,000); Q9Y337; AID 873;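 active = inhibition of 40% or more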;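 note: 0% = enzyme controls without compound and 100% = no-enzyme blanks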
Target sequence (Q9Y337 67-293 limits assumed): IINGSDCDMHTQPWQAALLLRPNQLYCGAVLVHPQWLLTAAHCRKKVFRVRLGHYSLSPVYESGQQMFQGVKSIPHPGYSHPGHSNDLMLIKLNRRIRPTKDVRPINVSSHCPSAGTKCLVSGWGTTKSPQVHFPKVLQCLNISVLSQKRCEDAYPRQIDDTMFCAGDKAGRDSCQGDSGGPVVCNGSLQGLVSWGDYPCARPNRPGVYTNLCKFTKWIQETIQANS
FXIa inh 1536 – blocks human coagulation factor XIa protease activity; P03951; purified FXIa, Boc-Glu-Ala-Arg-AMC fluorogenic substrate; inhibition, % at 5 µM; actives 0.14% (n = 220,000); AID 798;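 active = inhibition of at least 40%; inactive = inhibition below 40%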;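 note: fluorescence of freed AMC excited at 355 nm; 0% = enzyme without compound and 100% = no enzyme blank; many of its hits are not listed in these tables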
PERK inh – inhibitors of human PERK kinase; Q9NZJ5; CHO PERK-DD fusion, SEAP luminescence translation reporter; inhibition, % at 5.6 µM; actives 0.17% (n = 220,000); AID 1416;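 active = inhibition above the mean inhibition of all tested compounds plus 3 SD, set separately per screening campaign, cut at about 2.9% in these data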;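 note: PERK kinase domain activated by AP20187 dimerizer at 100 nM; 0% = DMSO with dimerizer and 100% = rapamycin at 8.4 µM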
FXIIa inh 1536 – blocks human coagulation factor XIIa protease activity. purified FXIIa, Boc-QGR-AMC fluorogenic substrate, 2 h. inhibition, % at 5 µM. actives 0.3% (n = 220,000); in the data active = inhibition above about 40%;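 note: 0% = enzyme with no compound and 100% = blank without enzyme; many of its hits are not listed in these tables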
* hit, by the source's call; nt = no result given; [ ] = dose if it differs, or a comment. Not a hit list, and some 4.4% of all compounds hit somewhere here.

nr	molecule	Cl transport mod	Furin inhibitor	Thrombin inh	Wee1 degr inh	p97 inhibitor	hK5 inh	FXIa inh 1536	PERK inh	FXIIa inh 1536
1	COc1ccccc1N1CCN(C(=O)c2cc(-c3cccc(Cl)c3)on2)CC1	0.22	-33	-11	2	0	-2	-9	1.1	-19
2	CCOC1=NS(=O)(=O)c2ccccc21	-0.29	-17	-9	-2	8	5	0	0.8	2
3	O=C1c2ccc(-c3ccc4c(c3)C(=O)N(CCCO)C4=O)cc2C(=O)N1CCCO	-0.4	-25	-3	3	11	2	-1	1.9	-1
4	COc1ccc(CCNC(=O)c2ccco2)cc1OC	-1.4	-15	3	0	3	-5	-3	1.3	2
5	O=C(NC(=S)N1CCN(Cc2ccccc2)CC1)c1ccccc1	27*	-22	-2	2	3	-3	2	-0.2	11
6	CC(=O)n1cc([C@H]2C=C(C(=O)N3CCN(Cc4ccccc4)CC3)O[C@@H](OCc3ccc(CO)cc3)C2)c2ccccc21	-0.56	-23	-5	3	2	1	0	-0.1	11
7	Cc1cc(C)c2[nH]c(=O)c(CN(CC3CCCO3)C(=O)c3cnccn3)cc2c1 (centres undefined)	0.96	-21	-3	-1	2	-2	3	-0.6	16
8	NNC(=O)c1cc2ccccc2cc1O	-0.06	-13	-6	3	0	7	-8	0.3	7
9	Cc1noc(C)c1CSc1nnc(-c2ccccc2F)n1CCc1ccccc1	nt	-12	2	-2	2	-12	4	-0.9	12
10	O=C(Cc1ccc(-n2c(=O)[nH]c3ccccc3c2=O)cc1)N1CCN(c2ccccc2)CC1	-0.56	-3	-4	0	2	1	-7	-1.2	-14
11	Cc1cc(C2=NNC(=Nc3ccc(S(=O)(=O)N4CCOCC4)cc3)SC2)c(C)n1CC1CCCO1 (centres undefined)	0.97	-10	-10	-2	3	3	-3	1.2	9
12	CC(Sc1nnc2ccccn12)C(=O)Nc1ncc(Cl)cc1Cl (centres undefined)	-0.17	-30[20 µM]	-4	-4	-1	-23	-6	0.3	8
13	CC1CN(C(=O)N2CCCCC2)CCN1C(=O)N1CCCCC1 (centres undefined)	nt	-18	8	0	2	18	1	0.7	7
14	Oc1ccccc1Oc1c(F)c(F)nc(N2CCCC2)c1F	-0.73	-4	-12	-2	3	-18	0	0.6	4
15	COc1ccc(C)cc1S(=O)(=O)Nc1ccccc1C	-0.63	-22[20 µM]	4	0	-4	-4	7	0.3	20
16	Cc1ccc(N(CC(=O)N2CCc3ccccc32)C2=NC(=O)CS2)cc1	-0.77	0	3	-2	-9	3	0	-2.3	13
17	O=S(=O)(NCCc1csc(-c2cccnc2)n1)c1cccs1	0.19	-14	-1	0	-8	-7	6	0.0	10
18	S=c1[nH]nc(-c2ccccc2)n1Cc1ccccc1	1.5	-28	2	1	5	0	3	1.4	16
19	O=C(NCc1ccco1)c1cc2ccccc2o1	nt	-19	-3	1	1	-1	-11	0.7	-12
20	COc1ccc(C(=O)Nc2ccc(S(=O)(=O)NC(C)=O)cc2)cc1	nt	-22	-9	-3	-7	-3	-6	0.0	-5
21	Cc1cc(=O)oc2cc(OCC(=O)Nc3cccc(S(=O)(=O)N(C)C)c3)ccc12	1.2	-1	-3	9.6*	-3	-11	2	0.3	0
22	O=C(NCc1ccco1)C(Cc1ccccc1)N1C(=O)c2ccccc2C1=O (centres undefined)	nt	-21	0	0	2	-19	-1	1.0	-2
23	CC(=O)c1ccc(N=C2SCCCN2C(=O)C2CCCC2)cc1	-0.022	-26	-11	0	0	-2	-6	-0.1	12
24	O=C(COC(=O)c1cc(-c2cccs2)nc2ccccc12)NCc1ccco1	nt	-19	1	-2	3	-22	-1	0.9	2
25	C/C(=C(\C#N)C(=O)NCc1ccccc1)N(C)C	-0.45	-30[20 µM]	-3	5	2	-5	-7	0.2	7
26	COc1ccccc1-c1cc(C(=O)N2CCN(c3ccc(F)cc3)CC2)no1	0.35	-30	4	2	3	-20	5	2.0	18
27	COc1ccccc1-c1nc(C#N)c(N2CC(C)CC(C)C2)o1 (centres undefined)	0.34	-7	-7	-3	3	3	-1	-0.3	6
28	Cc1ccc(C(=O)CSc2nnc(-c3ccco3)n2C)cc1	-4.7*	-27	3	1	5	0	-5	0.4	7
29	Cc1ccc(S(=O)(=O)N2CCOCC2)cc1NC(=O)CNCC1CCCCC1	0.34	-21	-16	1	-6	-3	-7	0.4	5
30	S=C1NCCNC(=S)NCCOCCN1	0.16	-17	-5	-2	0	3	0	1.1	4
31	Cc1ccc(S(=O)(=O)NCc2ccc(C(=O)N(C)CCC#N)cc2)cc1	-0.45	-10	-5	2	3	2	-7	0.5	-12
32	O=C(c1ccc(Br)cc1)N(C1=NCCCCS1)c1ccccc1	nt	-17[20 µM]	-19	1	4	-24	-9	0.2	-1
33	CCN(CCCNC(=O)C1CCN(S(=O)(=O)CC)CC1)c1ccccc1	0.017	-25	-5	-1	8	0	-6	0.5	-2
34	Cc1ccccc1C(=O)Nc1nnc(CC(=O)N/N=C/c2ccncc2)s1	0.51	-26	-3	-1	4	0	2	0.3	6
35	CCOc1ncccc1C(=O)OCC(=O)c1ccccc1	0.92	-17	-5	3	-1	-1	-2	0.6	10
36	CCOC(=O)c1oc2nc(CC(C)C)c3c(c2c1N)CCC3	0.11	-30[20 µM]	-2	1	2	-69	-4	0.2	-2
37	O=C(Cc1ccccc1[N+](=O)[O-])NCc1ccc2c(c1)OCO2	0.07	-4	0	0	-4	-7	4	-1.6	5
38	COc1cc(OC)nc(Oc2ccccc2C(=O)Oc2ccccc2Cl)n1	-1.9	-17[20 µM]	-1	-1	-2	-14	-1	1.1	9
39	O=C1CC(c2ccco2)CC(O)=C1C=NCCN1CCN(C2CC(=O)N(c3ccccc3)C2=O)CC1 (centres undefined)	-0.29	-20[20 µM]	-2	-2	4	2	1	0.6	10
40	Cc1cc(CNC(=O)CC2C(=O)NCCN2Cc2ccccc2C(F)(F)F)on1 (centres undefined)	nt	-17	3	-1	4	nt	6	0.9	13
41	COc1ccc(/C=C/C(=O)NC2=NCCS2)cc1OC	0.87	-6	-3	7	5	-2	-17	1.0	6
42	CCCCNS(=O)(=O)c1ccc(S(=O)(=O)N2CCC3(CC2)OCCO3)cc1	0.54	-21	-3	1	3	-10	8	0.8	12
43	CCN(C(=O)COC(=O)c1[nH]c(=O)[nH]c(=O)c1N)c1ccccc1	0.33	-26	0	1	2	9	0	0.8	7
44	O=C(c1ccccc1Cl)N1CCN(c2ccccn2)CC1	0.18	-25[20 µM]	-1	6	0	-6	-1	-0.1	7
45	Cc1ccc(-c2nc(SCC(=O)NCCN3C(=O)CSC3=O)[nH]c2-c2ccc(C)cc2)cc1	-0.73	-17[20 µM]	-19	0	-2	5	3	0.3	-4

Entries of single compounds, looked up by structure.
CCN(C(=O)COC(=O)c1[nH]c(=O)[nH]c(=O)c1N)c1ccccc1 is listed as Cl transport mod = 0.33; Furin inhibitor = -26; Thrombin inh = 0; Wee1 degr inh = 1; p97 inhibitor = 2; hK5 inh = 9; FXIa inh 1536 = 0; PERK inh = 0.8; FXIIa inh 1536 = 7
CCOc1ncccc1C(=O)OCC(=O)c1ccccc1 is listed as Cl transport mod = 0.92; Furin inhibitor = -17; Thrombin inh = -5; Wee1 degr inh = 3; p97 inhibitor = -1; hK5 inh = -1; FXIa inh 1536 = -2; PERK inh = 0.6; FXIIa inh 1536 = 10

Next section.
nr	molecule	Cl transport mod	Furin inhibitor	Thrombin inh	Wee1 degr inh	p97 inhibitor	hK5 inh	FXIa inh 1536	PERK inh	FXIIa inh 1536
46	CCOc1ccccc1C(=O)NCC(=O)NCCCc1ccccc1	-0.6	-19	-10	0	-1	-1	-2	-0.3	5
47	Cc1cccc(Nc2c([N+](=O)[O-])c(=O)n(C)c3ccccc23)c1	-0.14	-1	-9	-1	-3	-7	-7	-0.3	1
48	CCOCCCNC(=O)Cn1cc2c(n1)CCCCC2	-0.51	-23	-2	1	4	-9	8	0.9	17
49	O=C(COC(=O)c1ccccc1C(=O)c1ccc(Cl)cc1)NCc1ccccc1	2	-9	-14	1	-3	-5	-2	-0.1	3
50	CC1(C)CC(=O)C2=C(C1)Nc1cc3c(cc1C2c1ccc(F)cc1)OCO3 (centres undefined)	-0.69	11[20 µM]	1	-1	7	-67	-2	0.0	3
51	CCCC(=O)Nc1nc2ccc(NC(=O)c3ccccc3F)cc2s1	-1.8	-17	-17	7	1	-3	-4	1.8	-1
52	C=CCn1c(SCC(=O)Nc2ccc3c(c2)CCC3)nnc1-c1cccs1	-1.3	-11	6	5	-1	0	0	-0.8	18
53	CCCC(OC(=O)CN1C(=O)COc2ccccc21)C(=O)NC1CCCC1 (centres undefined)	-0.014	-17	-2	-2	0	16	7	0.7	6
54	Cn1c(-c2ccc3nc(N)sc3c2)nc2cc(N)ccc21	nt	-17[20 µM]	-5	1	2	-15	1	0.3	8
55	CCNCc1cc(Br)c(OCC(=O)Nc2ccccc2)c(OC)c1	0.017	2[20 µM]	-2	1	3	-5	0	-1.0	7
56	Cc1cccc(C(=O)NC2C(=O)NNC2c2ccc(Cl)cc2)c1 (centres undefined)	-0.087	-15	-1	-5	3	-3	-3	1.4	3
57	O=C1c2ccccc2C(=O)N1CCCCN(C(=O)c1ccco1)c1ccc(Cl)cc1	nt	-9	0	1	-10	-16	6	-1.2	8
58	CSc1nnc2c(n1)OC(c1ccsc1)N(C(C)=O)c1ccccc1-2 (centres undefined)	-0.086	-10[20 µM]	0	0	1	4	14	0.6	3
59	CCOc1ccc(CCNC(=O)COC(=O)c2cccnc2OCC)cc1OCC	-0.8	-21[20 µM]	0	4	-1	-3	1	-1.9	10
60	CCOc1ccccc1N/C=C/C(=O)C(C)(C)C	-0.3	-16[20 µM]	-6	-1	2	-9	-9	0.9	3
61	COc1ccc(C(=O)NC(=S)N(C)Cc2ccccc2)cc1Br	11*	-20	-7	-1	6	-7	-1	0.8	2
62	O=C(O)CCCC(=O)Nc1c(F)c(F)c(F)c(F)c1F	0.67	-7	3	-1	0	-24	6	0.6	12
63	N#CCCCCn1c(-c2cncs2)nc2ccccc21	nt	-11	0	-1	-1	-3	1	-1.5	10
64	COc1cc(CC(CC(=O)O)CC(C)OCc2ccccc2)cc(OC)c1 (centres undefined)	0.88	-10	-10	-1	-12	-16	2	1.4	5
65	CCN(CC)S(=O)(=O)c1ccc(N(C)Cc2cccc(OC)c2OC)nc1	-0.31	-23	-7	-2	-2	-1	-3	1.0	8
66	CC1CC(C)CN(S(=O)(=O)c2ccc(NC(=O)C3COc4ccccc4O3)cc2)C1 (centres undefined)	-0.23	-9	4	-1	-4	-3	0	-0.2	6
67	Cc1cccc(N(CC(=O)NC(C)C)C(=O)c2ccc(N3CCCC3)nc2)c1	0.56	-13	-2	1	3	-13	-4	0.5	-6
68	COc1cc(-c2[nH]ncc2CN2CCSCC2)cc(OC)c1OC	0.53	-22	0	4	4	6	7	-0.3	13
69	Cc1nc([N+](=O)[O-])c(SCC(O)CCl)n1Cc1ccc(Cl)cc1 (centres undefined)	nt	-14	-5	1	1	2	-1	-0.9	10
70	CCOC(=O)c1c(NC(=O)CCC(=O)N2CCOCC2)sc2c1CC(C)(C)OC2	0.49	-3[20 µM]	1	-2	-6	-4	-6	-1.2	10
71	COc1ccccc1OCCC(=O)OCC(=O)NCc1ccc(Cl)cc1	0.011	-22	-2	-1	0	1	-1	1.1	6
72	O=C(O)c1cnn2c1NC(c1ccc(F)cc1)CC2C(F)(F)F (centres undefined)	nt	-7[20 µM]	-3	0	-3	-8	2	0.7	10
73	COc1nc(SCC(=O)Nc2ccccc2Cl)nc(N(C)C)n1	-0.32	-3	0	2	-7	-1	-2	-2.5	3
